Dicer processing: blocks human Dicer maturation of pre-miR-21; 47,000 tested, 6% active; Q9UPY3; cat-ELCCA pre-miR-21 Dicer processing, chemiluminescence; stronger effect = higher value; z-score at 25 µM; in the data active = z-score above about 3, passing the limit was not always enough;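 also: plate controls were vehicle for no effect and no enzyme for full effect; higher signal means more uncleaved substrate so more Dicer inhibition; strong numbers were not always called active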
Target sequence (Q9UPY3 whole entry, looked up): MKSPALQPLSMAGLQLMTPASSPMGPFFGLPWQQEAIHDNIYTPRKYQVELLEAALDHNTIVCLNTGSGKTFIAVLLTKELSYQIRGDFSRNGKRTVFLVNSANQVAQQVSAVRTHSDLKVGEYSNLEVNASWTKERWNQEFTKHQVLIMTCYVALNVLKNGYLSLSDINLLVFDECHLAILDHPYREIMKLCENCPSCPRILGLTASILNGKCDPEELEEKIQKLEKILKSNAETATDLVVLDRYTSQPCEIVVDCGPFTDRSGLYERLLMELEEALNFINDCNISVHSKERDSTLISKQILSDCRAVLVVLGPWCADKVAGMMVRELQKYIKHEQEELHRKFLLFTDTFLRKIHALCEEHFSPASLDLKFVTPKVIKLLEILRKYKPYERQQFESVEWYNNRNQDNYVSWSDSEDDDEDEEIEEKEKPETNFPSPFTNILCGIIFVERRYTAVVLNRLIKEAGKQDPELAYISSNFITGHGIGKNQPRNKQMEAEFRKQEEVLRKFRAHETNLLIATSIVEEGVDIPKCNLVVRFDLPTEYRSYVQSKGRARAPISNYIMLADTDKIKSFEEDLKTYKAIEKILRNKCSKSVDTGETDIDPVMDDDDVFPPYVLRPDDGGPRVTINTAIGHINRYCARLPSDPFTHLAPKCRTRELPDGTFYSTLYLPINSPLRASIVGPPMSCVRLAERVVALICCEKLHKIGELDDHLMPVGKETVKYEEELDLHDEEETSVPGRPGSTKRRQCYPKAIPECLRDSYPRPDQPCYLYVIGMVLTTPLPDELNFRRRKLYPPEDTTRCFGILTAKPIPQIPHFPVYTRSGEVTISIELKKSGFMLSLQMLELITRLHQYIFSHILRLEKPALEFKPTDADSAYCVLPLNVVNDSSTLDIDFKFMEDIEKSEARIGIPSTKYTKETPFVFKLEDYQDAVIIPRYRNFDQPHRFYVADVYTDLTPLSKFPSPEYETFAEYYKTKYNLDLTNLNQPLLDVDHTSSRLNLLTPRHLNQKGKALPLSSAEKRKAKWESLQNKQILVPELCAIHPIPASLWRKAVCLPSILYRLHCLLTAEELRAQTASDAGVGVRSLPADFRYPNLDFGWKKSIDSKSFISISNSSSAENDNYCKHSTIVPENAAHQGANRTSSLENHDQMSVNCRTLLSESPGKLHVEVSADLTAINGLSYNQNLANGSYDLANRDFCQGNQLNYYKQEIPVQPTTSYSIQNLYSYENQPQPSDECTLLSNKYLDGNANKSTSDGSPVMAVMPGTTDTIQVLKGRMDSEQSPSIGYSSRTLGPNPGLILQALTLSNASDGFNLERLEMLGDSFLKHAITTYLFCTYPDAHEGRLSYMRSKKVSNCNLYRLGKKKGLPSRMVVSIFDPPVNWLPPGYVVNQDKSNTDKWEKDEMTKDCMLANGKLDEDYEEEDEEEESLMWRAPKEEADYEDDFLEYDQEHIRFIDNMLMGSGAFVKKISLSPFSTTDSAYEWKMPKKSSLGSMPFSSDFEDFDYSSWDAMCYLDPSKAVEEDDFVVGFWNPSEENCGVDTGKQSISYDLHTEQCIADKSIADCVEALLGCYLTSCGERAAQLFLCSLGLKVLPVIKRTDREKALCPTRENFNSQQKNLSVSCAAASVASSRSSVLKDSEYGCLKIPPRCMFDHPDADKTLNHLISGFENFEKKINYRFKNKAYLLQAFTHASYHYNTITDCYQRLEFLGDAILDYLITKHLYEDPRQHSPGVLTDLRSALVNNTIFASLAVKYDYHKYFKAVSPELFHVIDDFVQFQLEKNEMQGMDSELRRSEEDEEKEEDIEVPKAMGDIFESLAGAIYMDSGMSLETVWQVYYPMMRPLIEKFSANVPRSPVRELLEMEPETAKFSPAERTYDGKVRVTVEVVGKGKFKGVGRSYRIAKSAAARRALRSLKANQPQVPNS
An asterisk follows results filed as active. This is a subset; rates above refer to the full screens.

Start of the listing, in advance (three entries):
SMILES | Dicer processing
COC(=O)CC1(C(=O)OC)Oc2ccc(Br)cc2C(=O)N1c1cc(Cl)cc(Cl)c1 (configuration not stated) | -5.2
NC(=O)c1cccnc1OCC(F)(F)F | -0.02
O=C(c1ccccc1F)N(Cc1ccccc1)C1CCS(=O)(=O)C1 (configuration not stated) | 1.1

The whole of this part, from the first entry:
SMILES | Dicer processing
COC(=O)CC1(C(=O)OC)Oc2ccc(Br)cc2C(=O)N1c1cc(Cl)cc(Cl)c1 (configuration not stated) | -5.2
NC(=O)c1cccnc1OCC(F)(F)F | -0.02
O=C(c1ccccc1F)N(Cc1ccccc1)C1CCS(=O)(=O)C1 (configuration not stated) | 1.1
C[C@]12C=CC(=O)C=C1CC[C@@H]1[C@@H]2C(=O)C[C@@]2(C)[C@H]1CC[C@]2(O)C(=O)CO | 1.9
NC(=O)Cn1c(SC2CCCCC2)nc2ccccc21 | 1.7
CCc1cnc(/N=C/N(C)C)nc1-c1c(F)cccc1F | -0.46
CCOC(=O)NC(=O)/C(=C/NCc1cccs1)C(=O)OCC | -0.46
CS(=O)(=O)N(c1cccc(C#N)c1)S(C)(=O)=O | 0.42
O=C(c1cccc(CN2CCN(c3nc(-c4ccccc4)ns3)CC2)c1)N1CCC(O)CC1 | 0.44
Cc1ccc(S(=O)(=O)CCSc2n[nH]c(=O)n2-c2ccccc2)cc1 | 0.55
COc1ccc(CCN2CC(O)=C(c3nc4ccccc4s3)C2=N)cc1OC | 1.8
COC(=O)c1c(-c2c(Cl)cccc2Cl)noc1/C=C/N(C)C | -0.53
Cn1c(=O)c2c(nc(Cl)n2CC(=O)c2ccccc2)n(C)c1=O | -0.23
O=C1c2ccccc2C2N1CCCN2C(=O)c1sc2ccccc2c1Cl (configuration not stated) | -0.65
CC(CCO)Nc1nc2c(c(=O)n(C)c(=O)n2C)n1Cc1ccc(Br)cc1 (configuration not stated) | 0.56
CCOC(=O)NC(=S)Nc1ccc(C(C)(C)C)cc1NC(=S)NC(=O)OCC | 1.5
CCOC(=O)c1cc(-c2ccc(Cl)cc2)nc(Sc2ccc(Cl)cc2)c1C#N | -1.8
S=C(NCc1ccco1)Nc1ccc(C2=NCCO2)cc1 | -0.82
CSc1cccc(NC(=O)N(Cc2ccccc2)C(=O)CC#N)c1 | -1.2
CCCN1C(=O)C2(/C(=C(/O)c3ccc(C)cc3)C(=O)C(=O)N2CCN(C)C)c2ccccc21 (configuration not stated) | 0.22
CCCCSC1=C(C#N)C(c2ccccc2Cl)CC(=O)N1 (configuration not stated) | -0.1
CN(c1ccccc1)S(C)(=O)=O | 1
Cc1cc(S(=O)(=O)N2CCN(Cc3ccccc3)CC2)c(C)cc1Cl | -1
CC(=O)OC[C@H]1O[C@@H](Nc2ccc(C)cc2)[C@H](OC(C)=O)[C@@H](OC(C)=O)[C@@H]1OC(C)=O | -0.18
Cc1nn(C)c(Sc2ccccc2NC(=O)C(Cl)Cl)c1[N+](=O)[O-] | -0.27
O=S(=O)(c1ccc(Cl)cc1)c1nc(-c2cccc(Br)c2)oc1N1CCOCC1 | 0.48
CC(NC1=CC(=O)OC12CCCCC2)c1ccccc1 (configuration not stated) | -1.4
O=c1[nH]c(-c2cccc([N+](=O)[O-])c2)nc2ccccc12 | -0.81
CCOc1cc(C2NC(=O)c3c(sc4c3CCN(C)C4)N2)ccc1OC(=O)c1ccc(F)cc1 (configuration not stated) | -0.29
CC(C)(C)NC(=S)N/N=C/c1ccc(O)cc1O | 2.2
COc1cc(/C=C/C(=O)NCC(=O)O)cc(Br)c1OC | -0.09
CCn1c(-c2oc3nc(-c4ccccc4)cc(-c4ccco4)c3c2N)n[nH]c1=S | -1.4
O=C(NNc1ncc(C(F)(F)F)cc1Cl)c1ccccc1Cl | -3
COC(=O)Nc1ccc(S(=O)(=O)N(CCO)CCO)cc1 | 1.9
Cc1cc(O)c2c(=O)c(-c3csc(C)n3)c(C(F)(F)F)oc2c1 | 1.1
CCOC(=O)[C@H]1C(=O)C[C@@](C)(O)[C@@H](C(=O)OCC)[C@@H]1c1ccccc1 | 1.1
Fc1ccc(C(c2ccc(F)cc2)N2CCN(C/C=C/c3ccccc3)CC2)cc1 | -0.38
CCN1CCN(c2nc3c(c(=O)[nH]c(=O)n3C)n2C(C)C)CC1 | 0.51
O=C(CSc1nc2ccccc2nc1N1CCCCC1)N1CCN(C2CCCC2)CC1 | 1.4
COc1ccc(C2CC(=O)c3cnn(-c4nc5ccccc5s4)c3C2)cc1 (configuration not stated) | -0.21
COc1cccc(-c2nnc(SCc3cccc(Cl)c3)o2)c1 | -0.19
CCCCSc1nnc2c(n1)OC(CC)=Nc1ccccc1-2 | -0.65
CCOC(=O)c1c(NC(=O)c2cccs2)sc(C)c1-c1ccccc1 | -1.9
Fc1ccc(-c2cn3nc(C(F)(F)F)sc3n2)cc1 | 0.32
CCOc1ccc(C2C(C(=O)OCCOC)=C(C)NC3=C2C(=O)CC(C)(C)C3)cc1 (configuration not stated) | 0.7
Cc1ccc(OCc2nc(-c3ccc(-n4cccc4)cc3)no2)cc1C | -0.95
Cn1c(=O)c2c(ncn2CC(=O)Nc2nnc(CC(C)(C)C)s2)n(C)c1=O | 0.35
Cc1nc(C)c(-c2csc(Nc3ccc(C(=O)O)c(O)c3)n2)s1 | 1.3
N#Cc1cnn2c(-c3cccc(C(F)(F)F)c3)ccnc12 | 0.07
CCOC(=O)c1csc(Cc2c(Cl)sc3ccc(Cl)cc23)n1 | 0.9
CCOC(=O)c1c(C)[nH]c(C)c1C | -3
O=c1sc2ccccc2n1CCOc1ccccc1Cl | 0.54
O=C1/C(=C\c2ccco2)N2CCC1CC2 | -0.21
CCOC(=O)C1=C(C)NC2=C(C(=O)CC(c3ccccc3)C2)C1c1cc(C)sc1SC (configuration not stated) | 0.21
CSc1nc(NC(=O)C(C)C)c(C#N)n1Cc1ccco1 | 0.67
N#Cc1c(C(F)(F)F)c([N+](=O)[O-])c(-c2cccc([N+](=O)[O-])c2)[nH]c1=O | -0.23
Cc1cccn2c(=O)c(NC(=O)c3ccc(C(C)(C)C)cc3)cnc12 | 1.8
CCOC(=O)C1=C(C)N=C2SCC(=O)N2C1c1cccc(OC)c1OC (configuration not stated) | -0.18
O=C(O[C@@H]1CSSC[C@H]1OC(=O)c1ccccc1)c1ccccc1 | -0.84
Cn1c(NCc2ccco2)nc2c1c(=O)n(Cc1ccccc1)c(=O)n2C | 0.09

The list goes on.
SMILES | Dicer processing
Cc1nc([N+](=O)[O-])cn1CC(=O)c1ccc(-c2ccccc2)cc1 | 0.3
CCOC(Cc1nnc(SCC(=O)c2ccccc2)n1C)OCC | 2.7
O=C(COc1ncnc2cc(Cl)ccc12)Nc1ccc(Cl)cc1 | 0.48
Clc1ccc(Nc2nnns2)cc1 | 1.6
COC(OC)c1ccc(C#N)c(SCc2ccc(Cl)cc2)n1 | -0.65
Cc1c(C)c(C)c(C(=O)/C(=N/N)c2ccccc2)c(C)c1C | 0.85
CN(C1CCCCC1)S(=O)(=O)c1ccccc1 | -0.9
CC(C)C(NC(=O)OCC1c2ccccc2-c2ccccc21)C(=O)O (configuration not stated) | -1.3
Cc1cc2nc(-c3cccc(Br)c3)cc(C(F)(F)F)n2n1 | -1.5
CCCOC(=O)COc1ccc2c(=O)c(Oc3ccc(OC)cc3)c(C(F)(F)F)oc2c1 | 0.64
O=C(Nc1c(S(=O)(=O)c2ccccc2)csc1Br)c1ccccc1Cl | -0.95
CC1CCc2c(sc(NC(=O)c3cccs3)c2C(=O)O)C1 (configuration not stated) | 1.2
Cc1nc(C2COc3ccccc3O2)ncc1S(=O)(=O)c1ccc(Cl)cc1 (configuration not stated) | -2.3
CN1c2ccc(Cl)cc2C(=O)NC1c1ccc(C#N)cc1 (configuration not stated) | 0.45
CCOC(=O)C1=C(C)NC(=O)NC1c1c(C)nn(C)c1Cl (configuration not stated) | -1.5

Some of the entries above in another layout.
molecule	Dicer processing
CCOc1cc(C2NC(=O)c3c(sc4c3CCN(C)C4)N2)ccc1OC(=O)c1ccc(F)cc1 (configuration not stated)	-0.29
CC(C)(C)NC(=S)N/N=C/c1ccc(O)cc1O	2.2
COc1cc(/C=C/C(=O)NCC(=O)O)cc(Br)c1OC	-0.09
CCn1c(-c2oc3nc(-c4ccccc4)cc(-c4ccco4)c3c2N)n[nH]c1=S	-1.4
O=C(NNc1ncc(C(F)(F)F)cc1Cl)c1ccccc1Cl	-3
COC(=O)Nc1ccc(S(=O)(=O)N(CCO)CCO)cc1	1.9

As entered above.
For Dicer processing, CCCCSC1=C(C#N)C(c2ccccc2Cl)CC(=O)N1 (configuration not stated) is listed with -0.1
For Dicer processing, S=C(NCc1ccco1)Nc1ccc(C2=NCCO2)cc1 is listed with -0.82
For Dicer processing, Cc1c(C)c(C)c(C(=O)/C(=N/N)c2ccccc2)c(C)c1C is listed with 0.85

Further compounds
SMILES | Dicer processing
CCn1nc(C)c([N+](=O)[O-])c1-c1nnnn1-c1ccc(Cl)cc1 | -0.12
COc1ccccc1C1Nc2c(C)cccc2-c2cc(C)nn21 (configuration not stated) | 3.9*
O=C1Nc2ccc(Cl)cc2C1(O)c1c[nH]c2ccccc12 (configuration not stated) | 0.98
FC(F)(F)c1cccc(NN=C2C3CC4CC(C3)CC2C4)n1 | 1.6
Cc1oc(-c2ccccc2)cc1C(=O)Nc1cccc([N+](=O)[O-])c1 | 2.3
O=c1c(Sc2ccccc2)c(O)cc(-c2ccccc2)n1-c1ccccc1 | 0.19
O=C1c2cc(S(=O)(=O)Nc3ccccc3)ccc2-c2ccc(S(=O)(=O)Nc3ccccc3)cc21 | -0.06
NS(=O)(=O)c1ccc(-c2ccno2)s1 | 1
O=S(=O)(Nc1ccc(Oc2ccc(NS(=O)(=O)c3cccs3)cc2)cc1)c1cccs1 | 3.6*
CC(=O)OCc1ccc(COC(C)=O)c(OC(C)=O)c1OC(C)=O | 2.8
CC1=C(C(=O)OCc2ccccc2)C(c2cccnc2)C2=C(CC(c3ccccc3)CC2=O)N1 (configuration not stated) | -0.15
Cc1ccc(-n2c(=O)[nH]c3c(oc4nc(-c5ccccc5)cc(-c5ccccc5)c43)c2=O)cc1 | 2.2
CCOC(=O)C(O)(NC(=O)c1ccc(C)cc1)C(F)(F)F (configuration not stated) | 1.5
O=C(ON=C1CCC2(CC1)OCCO2)c1cccc([N+](=O)[O-])c1 | 1.9
COc1cscc1C(=O)NC1(O)C(=O)c2ccccc2C1=O | -6.4
CCc1cc2c(=O)c(-c3nc4ccccc4n3C)coc2c(CN(CC)CC)c1O | 0.32
Cn1c(=O)c2c(nc(SCC(=O)NC(C)(C)C)n2C)n(C)c1=O | 0.51
O=C(Oc1cc(=O)n2c3c(cccc13)CCC2)c1ccccc1 | -0.58
Cc1nnsc1C(=O)N1CCN(c2cc(C(F)(F)F)ccn2)CC1 | 1.3
Cc1ccc(N=Nc2c(C)[nH]n(-c3ccccc3)c2=O)c(C)c1 | 0.73
O=C(N1CCOCC1)N1CCCN(c2ccc([N+](=O)[O-])cn2)CC1 | -1.3
c1cncc(-c2nc3ccccc3o2)c1 | 9.1
CSc1nc2cc(-c3ccc(Cl)cc3)nn2c(N)c1C#N | 1.9
Cc1nn2c(=O)c(NC(=O)c3ccc(Cl)cc3)cnc2s1 | -0.21
O=C1OC(Nc2ccccc2Sc2ccc(Cl)cc2[N+](=O)[O-])c2ccccc21 (configuration not stated) | 0.08
NC(=O)c1ccc(-c2ccccn2)s1 | -1.4
Cc1cc(CNC(=O)c2cc(F)cc3c2OCOC3)no1 | -0.37
COC(=O)c1ccc(C)c(NS(=O)(=O)c2ccc3c(c2)c(=O)sn3C)c1 | -0.44
O=c1oc(C(O)(c2ccccc2)c2ccccc2)nc2cc([N+](=O)[O-])ccc12 | 0.32
CCCCCOc1ccc2c(C)cc(=O)oc2c1 | -0.33
Cc1cccc(Oc2cc(C)nc3ccc(C)cc23)c1 | -1.1
Cc1occc1-c1nnc(SCC(=O)c2ccc(Br)cc2)o1 | -1
Cc1ccc(-c2cc3nc(C)cc(C(F)(F)F)n3n2)cc1 | -0.86
CC1=CC(C)(C)N(C(=O)c2ccco2)c2ccc(OC(=O)c3ccco3)cc21 | -0.29
CCC1C(=O)N=C(SCC(=O)Nc2nc3ccccc3s2)NC1=O (configuration not stated) | -0.4
O=C(C1CC1)N1CCc2sccc2C1c1ccc(Cl)cc1 (configuration not stated) | -0.49
COC(=O)CSc1nnnn1-c1ccc(C(=O)O)cc1 | 1.2
Cc1nn(C)c(Sc2ccccc2N)c1[N+](=O)[O-] | -2.1
S=C(Nc1ccccc1Cl)N1CCCc2ccccc21 | 3.8*
O=c1[nH]ncc(N2CCCC2)c1Cl | -1.6
O=C(CSc1nnc2scc(-c3ccccc3)n12)c1ccc(Cl)cc1 | 0.3
COc1ccccc1CN(C)CCc1ccccn1 | 9.2
CCOc1cc(-c2cc(OCC)c3c(C)oc(C)c3c(=O)c2)ccc1O | 3.5*
COc1ccc(/C=C2/N=C(c3ccccc3)OC2=O)cc1OCc1ccccc1 | -0.86
Cc1ccc2nc(-c3ccc(NC4=NS(=O)(=O)c5ccccc54)cc3)sc2c1 | 2.1
COc1ccc(-c2c(C)oc3ccc(C)cc23)cc1 | 0.13
CC(=O)Nc1cccc(-n2nnc(SCC(=O)NCc3cccs3)n2)c1 | 0.32
CCCOCC1CC2(CC(C)(c3csc(Nc4ccc(C)cc4)n3)OC2=O)C(=O)O1 (configuration not stated) | 1.3
O=C(CN1C(=O)c2ccccc2S1(=O)=O)NCCSCc1ccco1 | -1.3
c1ccc(-c2c(-c3ccccc3)n(Cc3ccco3)c3ncnc(NCc4ccco4)c23)cc1 | 2.8
OCCN1CCN(c2ncnc3nc[nH]c23)CC1 | -1.4
Cn1c(CSCc2nc(-c3ccccc3)cs2)nnc1SCC(=O)c1ccccc1 | -1.8
COc1ccc(-c2c(C(F)(F)F)oc3cc(OC(=O)c4ccncc4)ccc3c2=O)cc1OC | 1.5
COC(=O)COc1c(Br)cc(Br)cc1C(=O)OC | 1.6
CC(C)C1(CCNC(=O)c2cccs2)CCOC(C)(C)C1 (configuration not stated) | 1.4
CCOC(=O)Cc1csc(NC(=O)Nc2ccc(F)cc2)n1 | -0.6
O=C(Oc1ccc2ccccc2c1)Oc1ccc2ccccc2c1 | 0.39
O=C1C=C(Nc2ccccc2O)c2ccccc2C1=O | -5
Cc1snnc1C(=O)Nc1c(C(C)(C)C)nn(C)c1C(C)(C)C | 1.6
COC(=O)c1ccc(NC(=O)CSc2nc(SC)ns2)cc1 | -0.69

Source: PubChem
